FN deposition inh: fibronectin deposition inhibition. inhibition, % at 12.6 µM. AID 743247. AH1F fibroblasts, Alexa488-fibronectin deposition fluorescence, overnight. 350,000 tested, 0.086% active;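 active means mean inhibition across replicates of 30% or more, regardless of how many single replicates reach that level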;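 further: positive control wells lacked labelled fibronectin entirely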
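Assay system: AH1F fibroblast monolayer, labelled fibronectin deposition. Amount: 10000 cells per well. Also added: labelled fibronectin 24 nM. Compound: single-point pinned compound. Incubation: cell attachment 1 h, compound and FN exposure overnight. Detection: fluorescence after three HBSS washes, excitation 485 nm, emission 525 nm. Read-out: inhibition of fibronectin deposition signal.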
CFTR F508del cor: CFTR F508del correction in bronchial cells | activity (quench increase), % at 7.58 µM | 350,000 tested, 0.36% active | CFBE cells, YFP halide quenching; stimulated with forskolin plus potentiator P3; % fluorescence drop versus neutral controls;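 active means mean added fluorescence quench of at least 8% versus neutral control, with both replicates also reaching 8%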;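 further: cells transiently co-express mutant CFTR-F508del with the halide-sensitive YFP; corrector assay measuring rescue of mutant channel to the surface after 24 h compound exposure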
GSIS activator: primary screen for activators of insulin secretion dependent on glucose, INS-1E cells, GLuc reporter luminescence; INS-1E GLuc reporter insulin secretion, 2-3 h; activation, % at 16.6 µM; 370,000 tested, 0.61% active;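 active means lowest replicate activation of at least 40%, so every replicate reaches that level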;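 further: 0% = median of neutral control wells and 100% = median of IBMX positive control wells; some compounds called inactive have numbers as strong as hits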
* marks the source's active call; other numbers are inactive results. These rows are one share of the data; count on the stated rates, not on these rows.

Start of the data: the first 2 records (preview)
No.	compound	FN deposition inh	CFTR F508del cor	GSIS activator
1	CC1(C(=O)Nc2nc3ccc(S(C)(=O)=O)cc3s2)CC1(Cl)Cl (centres undefined)	-2	-3.0	-10
2	COC(=O)C1=C(C)N(Cc2ccc(C(F)(F)F)cc2)C(=NCc2ccc3c(c2)OCO3)NC1c1ccccc1C(F)(F)F (centres undefined)	-13	3.1	-36

The whole of this part, from the first entry:
No.	compound	FN deposition inh	CFTR F508del cor	GSIS activator
1	CC1(C(=O)Nc2nc3ccc(S(C)(=O)=O)cc3s2)CC1(Cl)Cl (centres undefined)	-2	-3.0	-10
2	COC(=O)C1=C(C)N(Cc2ccc(C(F)(F)F)cc2)C(=NCc2ccc3c(c2)OCO3)NC1c1ccccc1C(F)(F)F (centres undefined)	-13	3.1	-36
3	COc1ccc(-c2nn(-c3ccccc3)cc2CNC(=O)c2cccc([N+](=O)[O-])c2)cc1	-4	3.5	-3
4	O=C1CCCc2[nH]c(-c3ccccc3)nc21	0	-1.4	-6
5	Clc1ccc(CSc2ncnc3nc[nH]c23)cc1	3	2.5	-2
6	C=CCc1cc(Cl)ccc1OCCOCCNC(C)(C)C	-3	3.7	3
7	CC(=O)Oc1cccc(N2C(=O)c3ccccc3C2=O)c1	7	0.4	-6
8	O=C1CCC(=O)N1CC(=O)N(c1ccccc1)c1ccccc1	2	-2.7	-8
9	O=c1c(-c2ccc(Cl)cc2)[n+]([O-])c2ccccc2n1OCc1nc2ccccc2[nH]1	-6	0.2	0
10	O=C(COC(=O)/C=C/c1ccc([N+](=O)[O-])cc1)NCC1CCCO1 (centres undefined)	-3	1.0	-1
11	COc1cc(C(=O)NCc2nnc(SCC(=O)Nc3ccc4c(c3)OCO4)o2)cc(OC)c1OC	-3	-2.3	8
12	Cc1cc(NC(=O)C2CC2)ncc1NC(=O)c1ccccn1	-1	1.7	-10
13	COc1ccc(C(=O)CCc2ccccc2)c(O)c1	-3	-0.8	4
14	O=C(N/N=C/c1ccccn1)c1cc(-c2ccccc2Cl)n[nH]1	10	6.0	8
15	COC(=O)c1c(N)[nH]c(C(=O)c2ccccc2)c1-c1ccccc1Br	8	6.1	-17
16	OC(CSc1nnnn1-c1ccccc1)Cn1c2ccccc2c2ccccc21 (centres undefined)	11	0.6	-9
17	CCOC(=O)C1=NNC(C(=O)c2ccc(Cl)cc2)C1c1ccc(OC)cc1 (centres undefined)	0	-0.6	-4
18	CC1(C)OC(=O)C2=C(C[C@@H](CCc3ccccc3)O[C@@H]2c2ccc(Cl)cc2)O1	-5	0.8	-28
19	c1ccc(-n2cnc3cc(NCc4ccco4)ccc32)cc1	2	-1.6	-19
20	O=C(c1c(F)c(F)c(F)c(F)c1F)N1CCN(Cc2ccc3c(c2)OCO3)CC1	-3	-0.8	-4

Later entries:
No.	compound	FN deposition inh	CFTR F508del cor	GSIS activator
21	CN(CC(=O)Nc1cccc(F)c1)C(=O)CCCc1nc2ccccc2c(=O)[nH]1	1	0.1	1
22	CC(=O)c1ccc(N2CCN(C(=O)Nc3ccc(C(C)C)cc3)CC2)cc1	-8	-3.1	14
23	COCCN(C(=O)COC(=O)CSc1ccc2ccccc2c1)c1c(N)n(Cc2ccccc2)c(=O)[nH]c1=O	1	3.9	-17
24	c1ccc(CCNc2ccccn2)nc1	4	-3.4	6
25	O=C(Oc1ccccc1)c1cccc2cccc(C(=O)Oc3ccccc3)c12	-13	-2.2	6
26	CC1CCC2(CC1)NC(=O)N(Cc1cccc(C(F)(F)F)c1)C2=O (centres undefined)	-4	5.3	20
27	Cc1ccc(-c2c[n+]3c(n2-c2ccccc2)CCC3)cc1	-4	0.7	-49
28	COc1ccc(C2C(C#N)=C(N)OC3=C2C(=O)CC(C)(C)C3)cc1Cn1cc([N+](=O)[O-])cn1 (centres undefined)	1	-2.8	0
29	O=[N+]([O-])c1ccc(N2CCN(S(=O)(=O)c3ccccc3)CC2)c2cccnc12	10	-5.1	-2
30	CCOC(=O)N1CCC(NC(=O)C2CCN(S(=O)(=O)c3ccc4c(c3)oc(=O)n4C)CC2)CC1	-7	-0.8	6
31	O=C(C[C@@H]1CC[C@H](NS(=O)(=O)c2ccccc2)[C@H](CO)O1)N1CCC(Cc2ccccc2)CC1	5	-1.4	-2
32	COc1ccc(OCC(=O)C2CC2)c(C#N)c1	-8	-0.5	-2
33	CC1CCN(C(=O)c2[nH]cnc2C(=O)N(C)CCO)CC1	-5	-0.3	-8
34	O=C(Nc1ccc2c(c1)OCCO2)C(c1ccccc1F)n1c(=O)c(-c2cc3ccccc3[nH]2)nc2ccccc21 (centres undefined)	-6	3.5	-2
35	CC(C)(C)c1ccc(S(=O)(=O)N2CCN(C(=O)c3ccc4c(c3)C(=O)N(Cc3ccncc3)C4=O)CC2)cc1	2	-1.8	-7
36	CC(C)=C1C2CCC1C1C(=O)N(CCc3ccccc3)C(=O)C21 (centres undefined)	2	-4.7	-17
37	Cc1ccc(C)c(N2CCN(CCCNC(=O)CCC(=O)N3CCOc4ccc(Cl)cc43)CC2)c1	-9	-1.4	16
38	O=S(=O)(c1ccccc1)N1CC2(C1)[C@H](c1ccccc1)[C@@H](CO)N2CC1CC1	-7	1.1	3
39	CCc1nc(N2[C@H](C#N)[C@@H](c3ccccc3-c3ccc(F)cc3)[C@@H]2CO)sc1C	1	0.7	-2
40	COc1ccc(-c2[nH]ncc2CN2CCN(Cc3cccs3)CC2)cc1F	5	0.7	44

Next section.
No.	compound	FN deposition inh	CFTR F508del cor	GSIS activator
41	CC(OC(=O)c1nccnc1N)C(=O)Nc1ccc(S(=O)(=O)N2CCCC2)cc1 (centres undefined)	0	1.6	-5
42	COc1cccc(-c2nc(-c3ccccc3)c3ccc(Cl)cc3n2)c1	9	1.7	4
43	CCCS(=O)(=O)N1CCN(CCN2C(=O)c3cccc4cccc(c34)C2=O)CC1	-5	1.3	-1
44	O=C1CCCN2N=C(SCC(=O)N3CCCCC3)SC2=N1	0	0.5	10
45	Cc1csc2c(N3CCN(S(=O)(=O)c4ccc(Cl)cc4)CC3)ncnc12	0	2.3	11
46	COc1ccc2cc(CNCCOCCOCCNCc3ccc4cc(OC)ccc4c3)ccc2c1	-3	1.8	12
47	CCOC(=O)c1[nH]c(=O)[nH]c1CN(Cc1ccco1)Cc1[nH]c(=O)[nH]c1C(=O)OCC	-20	-1.8	10
48	Cc1cccc(-c2nc(CS(=O)CC(=O)NCCc3ccccc3)c(C)o2)c1 (centres undefined)	0	0.5	6
49	COc1ccccc1CNC(=O)COC(=O)c1cc(S(=O)(=O)N2CCOCC2)ccc1Cl	-4	0.0	-11
50	COc1ccccc1C1C([N+](=O)[O-])=CC([N+](=O)[O-])=CN1C (centres undefined)	7	-0.9	-2
51	CCN(CC)S(=O)(=O)c1ccc(/C=C/C(=O)OCC(=O)Nc2ccc(C(N)=O)cc2)cc1	-1	0.8	-6
52	Cc1ccc2nc3cc([N+](=O)[O-])cc([N+](=O)[O-])c3cc2c1	-18	-2.3	-34
53	COc1cc(/C=C2\SC(=O)NC2=O)ccc1Oc1ccc([N+](=O)[O-])cc1[N+](=O)[O-]	-6	0.1	-37
54	O=S(=O)(Cc1ccccc1)N1CCCc2ccccc21	-3	3.0	3
55	CCC(c1nc2ccccc2[nH]1)n1c(-c2cccnc2)nc2ccccc21 (centres undefined)	-13	-2.6	9
56	O=C(O)c1ccc(/C=N\Nc2ccccn2)cc1	-4	-1.8	2
57	C#CCn1cc(/C=C2\NC(=O)NC2=O)c2ccccc21	-1	-2.1	3
58	NC(=O)Cc1nc(-c2ccc([N+](=O)[O-])cc2)cs1	-4	0.8	-1
59	CCC(=O)c1ccc(OC)c(OC)c1OCc1ccccc1	5	4.9	9
60	O=C(O)C1=NN(c2ccccc2)C(=O)C1	6	1.1	9

Shown as labelled records: entries from further up
(52) Cc1ccc2nc3cc([N+](=O)[O-])cc([N+](=O)[O-])c3cc2c1
  FN deposition inh: -18; CFTR F508del cor: -2.3; GSIS activator: -34
(53) COc1cc(/C=C2\SC(=O)NC2=O)ccc1Oc1ccc([N+](=O)[O-])cc1[N+](=O)[O-]
  FN deposition inh: -6; CFTR F508del cor: 0.1; GSIS activator: -37
(54) O=S(=O)(Cc1ccccc1)N1CCCc2ccccc21
  FN deposition inh: -3; CFTR F508del cor: 3.0; GSIS activator: 3
(55) CCC(c1nc2ccccc2[nH]1)n1c(-c2cccnc2)nc2ccccc21 (centres undefined)
  FN deposition inh: -13; CFTR F508del cor: -2.6; GSIS activator: 9

Single records (already shown):
Entry for COc1ccccc1CNC(=O)COC(=O)c1cc(S(=O)(=O)N2CCOCC2)ccc1Cl : FN deposition inh = -4; CFTR F508del cor = 0.0; GSIS activator = -11
Entry for COc1cc(/C=C2\SC(=O)NC2=O)ccc1Oc1ccc([N+](=O)[O-])cc1[N+](=O)[O-] : FN deposition inh = -6; CFTR F508del cor = 0.1; GSIS activator = -37

Next section:
No.	compound	FN deposition inh	CFTR F508del cor	GSIS activator
61	COCCN(C(=O)CSc1nnc(C)n1Cc1ccccc1)c1c(N)n(CC(C)C)c(=O)[nH]c1=O	-4	0.1	4
62	Cc1ccc(C(=O)N/N=C/C2=Cc3ccccc3OC2C)cc1 (centres undefined)	1	-2.8	-12
63	CCCc1c(Cc2cccc(F)c2)ncn1CCc1ccccc1OC	-6	2.8	0
64	N#C/C(=C\c1cccc([N+](=O)[O-])c1)C(=O)NCc1ccc(Cl)cc1	-9	3.1	-13
65	Cc1cc(C)c2nc(-c3ccccn3)cc(C(=O)Nn3cnnc3)c2c1	7	1.0	2
66	C[C@H](O)[C@@H]1C(=O)N2CCc3c([nH]c4cccc(-c5ccccc5)c34)[C@@H]2C[C@@H]1N(C)C(=O)NC1CCCCC1	-7	0.8	-8
67	CCn1c(SCC(=O)Nc2ccc(OC)c(OC)c2)nnc1-c1ccco1	-7	0.9	-2
68	CCc1ccc(-c2cc3c(=O)n(CC(=O)NCCCN4CCN(C)CC4)ncn3n2)cc1	5	0.2	-1
69	NC(=O)/C(=C\c1cccnc1)NC(=O)c1ccccc1	-9	-0.3	6
70	O=C(N/N=C/c1cccc2cccnc12)[C@H]1C[C@@H]1c1ccccc1	2	5.1	-18
71	COC(=O)CN(C#N)c1nc(N(C)C)nc(N(C)C)n1	6	0.9	-24
72	COc1cc2c(cc1NC(=O)Cc1ccc(C)cc1)oc1ccccc12	-7	-1.5	1
73	Cc1ccc(/C=[N+](/C)[O-])cc1	1	-0.3	0
74	Cn1c(N)c(C(=O)CSc2nc(N)cc(N)n2)c(=O)n(C)c1=O	-3	-0.6	-8
75	Cc1ccccc1OCc1nc(C#N)c(N2CCCC2)o1	4	-0.4	3
76	Cc1ccc(NC(=O)CN(C)C(=O)c2ccc(NC(=O)CC3SC(N4CCCC4)=NC3=O)cc2)cc1 (centres undefined)	-1	-1.9	3
77	COC(OC)c1ccc(C#N)c(=O)[nH]1	6	0.6	4
78	N#Cc1ccc(OCCN2CCc3ccccc3C2)cc1	2	-0.1	-3
79	O=C(O)CNC(=O)c1ccc(N2CCOCC2)cc1[N+](=O)[O-]	-6	-0.8	15
80	COc1ccc(C(C)=O)cc1COC(=O)CNC(=O)c1ccccc1F	-2	-1.0	22

Remaining list, next part:
No.	compound	FN deposition inh	CFTR F508del cor	GSIS activator
81	O=C(CSC1=N/C(=C/c2ccc(Cl)c(Cl)c2)C(=O)N1c1ccccc1F)NC1CC1	3	-0.3	-2
82	Cc1cc(C)cc(C(=O)Nc2ccc(N3CCCC3)cc2)c1	-13	-0.3	-1
83	CCCn1nc(C(=O)OCC(=O)c2ccccc2)c2ccccc2c1=O	1	-0.3	13
84	Cc1ccccc1OCC(=O)N1CCC2(CC1)CC(=O)c1ccccc1O2	-5	1.5	-5

Screening results from PubChem.
